Bioassay records deposited in PubChem by several laboratories.
STEP inh – STEP phosphatase inhibitors, primary screen, biochemical, fluorescence intensity, uHTS. Tyrosine-protein phosphatase non-receptor type 5 (Homo sapiens), P54829. AID 588621, 2011. actives 0.25% (n = 360,000). inhibition, % at 20 µM. recombinant STEP, OMFP fluorogenic substrate;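 active = inhibition at 20 µM, scaled per plate between control wells, above about 37%, limit read from the data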;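 note: 0% = DMSO with enzyme and substrate and 100% = substrate only without enzyme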
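Test system: STEP tyrosine phosphatase / Reagent: OMFP at 25 µM / Doses: 20 µM, 1% DMSO / Read-out: percent inhibition scaled to no-enzyme and uninhibited-enzyme controls, plate-pattern corrected / Detection: FITC-channel fluorescence of OMFP product / Medium: Bis-Tris buffer pH 6.0, 2.5 mM DTT, 0.005% Tween 20 / Schedule: 20 min at room temperature, dark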
Tb MetRS inh – T. brucei MetRS inhibitors, primary screen, biochemical, luminescence; purified T. brucei MetRS, ATP depletion, Kinase-Glo luminescence; inhibition, % at 11.9 µM; methionyl-tRNA synthetase (Trypanosoma brucei brucei); actives 0.4% (n = 360,000);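 active = inhibition above a per-plate cutoff of the control wells' mean inhibition plus 3 SD, cut at about 5.5% in these data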;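 note: 0% = DMSO wells median and 100% = median of wells with control inhibitor compound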
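Test system: purified T. brucei MetRS enzyme. Also added: ATP, methionine and E. coli bulk tRNA substrates. Compound: 11.9 µM single point. Schedule: 15 min enzyme-compound preincubation, 2 h reaction, 10 min detection, 25 °C. Signal: luciferase luminescence of residual ATP, Kinase-Glo. Evaluation: percent inhibition versus plate control medians. Controls: DMSO wells, low control.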
MsrA inh – bovine MsrA enzyme inhibitors, primary screen, biochemical, absorbance, HTS | inhibition, % at 15.5 µM | actives 0.75% (n = 360,000) | purified bovine MsrA, absorbance read-out | Methionine sulfoxide reductase A (Bos taurus); in the data active = inhibition above about 4.5%;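 note: 0% = vehicle wells with enzyme and 100% = reference inhibitor wells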
SUMO1 PPI mod – modulators of SUMO1 protein-protein interactions, primary screen, biochemical, uHTS; SUMO1 binding to a labelled peptide, TR-FRET, 1 h; inhibition, % at 20 µM; actives 0.33% (n = 360,000); in the data active = inhibition above about 37%
Target sequence (P63165 whole entry, looked up): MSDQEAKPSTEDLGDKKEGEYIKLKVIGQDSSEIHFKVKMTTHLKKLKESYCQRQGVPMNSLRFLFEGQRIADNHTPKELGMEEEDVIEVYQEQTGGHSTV
LMPTP inh – LMPTP phosphatase inhibitors, primary screen, biochemical, fluorescence intensity, uHTS. actives 0.22% (n = 360,000). inhibition, % at 20 µM. recombinant LMPTP-A, OMFP fluorogenic substrate. Low molecular weight phosphotyrosine protein phosphatase (Homo sapiens), P24666;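 active = compounds that cut the enzyme signal by at least half of the control window in the single-dose screen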;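 note: plate controls were DMSO wells with enzyme plus substrate for no effect and substrate without enzyme for full effect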
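material = LMPTP-A | quantity = 0.625 nM enzyme | reagent = OMFP substrate, 400 µM final | buffer or medium = Bis-Tris pH 6.0, DTT, detergent | detection = endpoint fluorescence intensity from OMFP dephosphorylation | dosing = single 20 µM dose | read-out basis = % inhibition relative to no-enzyme and uninhibited control wells | control set = no-enzyme and uninhibited controls | timing = 50 min at room temperature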
CendR NRP1 mod – modulators of CendR peptide binding to NRP-1, primary screen, biochemical, fluorescence polarization, uHTS; FAM-RPARPAR peptide binding to NRP-1; inhibition, % at 25 µM; AID 602438, 2012; Neuropilin-1 (Homo sapiens), O14786; actives 0.85% (n = 360,000);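 active = inhibition or corrected inhibition above about 18%, plus a signal ratio from 0.5 to 1.5, limit read from the data, passing the limit was not always enough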; note: strong numbers were not always called active
Target sequence (O14786 whole entry, looked up): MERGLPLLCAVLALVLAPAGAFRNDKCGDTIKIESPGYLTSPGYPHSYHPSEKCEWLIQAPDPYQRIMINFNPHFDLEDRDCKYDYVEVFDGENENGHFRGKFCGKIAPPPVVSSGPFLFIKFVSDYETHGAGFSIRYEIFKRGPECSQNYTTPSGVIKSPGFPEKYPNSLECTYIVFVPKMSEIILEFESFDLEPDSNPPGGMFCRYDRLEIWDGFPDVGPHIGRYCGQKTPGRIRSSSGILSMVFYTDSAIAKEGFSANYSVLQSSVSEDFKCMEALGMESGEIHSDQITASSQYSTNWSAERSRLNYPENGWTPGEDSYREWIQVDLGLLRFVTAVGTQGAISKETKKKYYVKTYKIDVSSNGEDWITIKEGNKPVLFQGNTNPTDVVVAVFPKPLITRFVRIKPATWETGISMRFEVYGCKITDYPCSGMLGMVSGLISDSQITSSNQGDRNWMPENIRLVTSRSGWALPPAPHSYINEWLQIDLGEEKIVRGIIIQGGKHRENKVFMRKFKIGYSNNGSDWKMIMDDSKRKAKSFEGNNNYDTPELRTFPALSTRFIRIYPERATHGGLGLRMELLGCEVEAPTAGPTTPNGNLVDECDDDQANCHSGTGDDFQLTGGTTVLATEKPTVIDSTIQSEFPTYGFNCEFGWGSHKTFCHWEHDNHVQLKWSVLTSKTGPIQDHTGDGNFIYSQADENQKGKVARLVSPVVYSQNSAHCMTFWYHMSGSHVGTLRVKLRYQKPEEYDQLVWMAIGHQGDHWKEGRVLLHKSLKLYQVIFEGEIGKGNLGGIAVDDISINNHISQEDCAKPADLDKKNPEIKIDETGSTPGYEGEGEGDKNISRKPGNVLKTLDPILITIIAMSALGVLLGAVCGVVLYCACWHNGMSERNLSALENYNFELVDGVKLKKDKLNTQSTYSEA
DNMT1 block – human DNMT1 methyltransferase inhibitors, primary screen, biochemical, molecular beacon, fluorescence, HinP1I cleavage, uHTS. AID 588458, 2011. actives 0.83% (n = 360,000). DNA (cytosine-5)-methyltransferase 1 (Homo sapiens), P26358. inhibition (reported as % activation of signal), % at 10 µM; in the data active = inhibition above about 50%
eLon inh – inhibitors of E. coli Lon protease, primary screen, biochemical, fluorescence polarization; P0A9M0; purified E. coli Lon protease; inhibition, % at 7.94 µM; actives 0.42% (n = 360,000); in the data active = inhibition above about 13%, passing the limit was not always enough;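 note: 0% = enzyme with probe and DMSO and 100% = no enzyme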
bovine MsrA act – bovine MsrA enzyme activators, primary screen, biochemical, absorbance, HTS; activation, % at 10.6 µM; purified bovine MsrA, absorbance read-out; actives 0.3% (n = 360,000); Methionine sulfoxide reductase A (Bos taurus); in the data active = activation above about 7.5%;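 note: 0% = vehicle and 100% = reference activator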
Scp-1 inhibitor – Scp-1 phosphatase inhibitors, primary screen, biochemical, colorimetric, uHTS; Recombinant Scp1, phosphopeptide, malachite green phosphate absorbance; AID 493091, 2011; inhibition, % at 20 µM; Carboxy-terminal domain RNA polymerase II polypeptide A small phosphatase 1 (Homo …; actives 0.88% (n = 340,000);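 active = inhibition above about 50% at 20 µM, limit read from the data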;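 note: plate controls were DMSO wells with enzyme for no effect and wells lacking enzyme for full effect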
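System: SCP-1 catalytic domain; Reagent: Phospho 17-mer peptide substrate; Doses: one concentration, 20 µM, with 1.0% DMSO; Incubation: 45 min room-temperature reaction, 5 min colour, 30 min stabiliser; Signal: Phosphate-binding colour reagent, absorbance read at 630 nm.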
* hit, by the source's call; . = not tested or not shown.

SMILES	STEP inh	Tb MetRS inh	MsrA inh	SUMO1 PPI mod	LMPTP inh	CendR NRP1 mod	DNMT1 block	eLon inh	bovine MsrA act	Scp-1 inhibitor
CC(C)C(NC(=O)c1ccccc1F)C(=O)OCC(=O)c1ccc(F)cc1 (centres undefined)	-1.0	0.5	0.3	7.9	-0.2	-1.8	-3.1	-2.3	-4.4	-11.0
Cc1ccc(CN2CCN(/N=C/c3cccn3C)CC2)c(C)c1	-2.9	-0.1	0.1	3.1	-0.7	-9.6	-3.8	-0.7	-2.4	-4.7
CCCn1c(N)c(C(c2ccc(C(=O)OC)cc2)N2CCN(c3ccccc3)CC2)c(=O)[nH]c1=O (centres undefined)	-1.3	0.3	0.4	-1.1	0.8	2.6	-2.3	3.6	-1.6	-2.2
CCCCn1c(N)c(N(CC(C)C)C(=O)c2oc3c(Cl)cccc3c2C)c(=O)[nH]c1=O	2.0	-0.5	1.3	2.8	0.5	-0.4	5.2	3.1	-2.1	-9.0
O=C(Nc1ccc(NC(=O)c2cccs2)c(Cl)c1)c1cccs1	0.6	-1.2	1.9	3.8	1.1	-0.6	0.3	1.9	-3.6	-9.3
COC(=O)c1ccc(/C=N\n2c(C)nnc2C)cc1	10.9	-1.6	-0.2	-2.6	-0.2	-3.3	6.6	12.1	-7.4	40.5
CC1CC2=C(C(=O)O1)C(c1ccccc1)Nc1ccccc1N2 (centres undefined)	2.6	-0.3	2.0	1.4	-0.8	-2.0	3.1	2.0	-6.5	-6.3
Cc1ccc(NC2CCCN(C(=O)c3ccccc3-c3ncc[nH]3)C2)cc1C (centres undefined)	-0.4	-0.1	-1.0	0.4	-1.7	10.2	-2.1	-5.6	-4.5	-4.7
CN(C)c1ccc(/C=C(\NC(=O)c2ccccc2)C(=O)NCCCn2ccnc2)cc1	-1.5	-0.1	3.4	-11.6	-6.1	10.4	-0.2	-30.0	-5.0	-8.1
Clc1ccc(Oc2nc(N3CCOCC3)nc(N3CCOCC3)n2)c(C2CCCCC2)c1	3.7	-0.3	-0.5	1.9	0.1	-4.1	-1.4	-3.1	-4.7	25.3
CCCCn1c(N)c(N(CC(C)C)C(=O)Cc2ccc(S(=O)(=O)N3CCOCC3)s2)c(=O)[nH]c1=O	-41.3	-0.1	-1.1	-4.8	-0.5	141.5	11.2	-160.2	-2.1	26.4
COc1ccccc1/C=N/NC(=O)CO	-0.7	-0.3	0.3	-3.7	0.5	-5.3	4.5	7.6	-3.1	-7.5
Cc1ccc(CNC(=O)c2cc3c(=O)n(C)c4ccccc4c3n2C)cc1	1.0	1.1	-0.8	-53.8	-2.3	-8.5	13.3	2.5	-4.2	-4.1
COc1ccc2c(CCNC(=O)/C=C/c3ccc(OC)c(OC)c3)c[nH]c2c1	-1.4	0.7	1.1	-17.6	-0.1	-6.6	-6.2	-4.1	0.1	-3.0
c1ccc(-c2nnnn2-c2ccccn2)cc1	-2.7	0.2	0.2	-4.0	-1.2	15.6	1.4	4.7	-4.0	-15.3
c1ccc(Nc2nc(-c3ccncc3)nc3ccccc23)cc1	-2.7	0.3	-1.2	0.1	2.4	0.5	5.7	-6.1	-0.8	-9.3
COc1ccc(-c2nc3ccccc3nc2-c2ccccc2)cc1	4.5	-0.4	1.3	-14.2	0.1	14.2	1.2	0.4	-4.5	-3.1
Cc1cc(NC(=O)Cc2ccccc2)ccc1NC(=O)c1cccs1	0.5	-0.5	-1.0	-0.3	-1.1	-22.7	-2.4	5.6	2.5	-4.0
CCCn1nnc(NC(=O)c2ccc(-c3cccc(Cl)c3)o2)n1	0.5	0.1	-0.4	-8.7	-0.9	3.0	-2.2	6.5	-1.0	-14.7
O=C(NCC1CCCO1)c1ccc(S(=O)(=O)N2CCC(c3nc4ccc(Cl)cc4[nH]3)CC2)cc1 (centres undefined)	-2.0	2.5	-0.9	2.4	-0.8	3.5	-1.9	-5.1	-3.2	-3.0
Cc1ccc(C2=C(O)C(=O)C(c3ccc(C)cc3)=C(O)C2=O)cc1	6.3	-0.4	1.8	0.9	10.7	-6.7	2.0	-8.0	-0.3	-2.8
COc1ccc(Cc2nnc(SCC(=O)Nc3ccc(C)c(C)c3)o2)cc1OC	0.8	-1.2	0.1	5.6	0.9	-1.8	-0.3	3.5	-1.5	-1.4
C[C@H]1CCCCO[C@H](CN(C)Cc2ccccc2)[C@@H](C)CN([C@@H](C)CO)C(=O)c2cc(NC(=O)CCC(F)(F)F)ccc2O1	0.9	-0.5	1.2	1.8	-0.2	-19.1	64.7*	-9.4	1.6	.
CCC1CCCCN1CCCNC(=O)CN1C(=O)COc2ccc(S(=O)(=O)N3CCC(C)CC3)cc21 (centres undefined)	-1.2	0.0	0.3	40.2*	-2.8	5.6	1.4	-6.7	0.2	0.6
CCOc1ccc2oc(C(=O)OCC(=O)NCc3ccc(OC)cc3)c(C)c2c1	1.2	-0.3	-0.1	-1.0	0.5	-5.5	13.7	-16.9	-1.1	-10.4
COc1ccc(C(=O)C[n+]2ccc(N(C)C)cc2)cc1	5.4	0.4	-0.8	2.8	-1.6	-0.3	0.7	5.2	-0.5	-3.5
Cc1cc(C(=O)CCl)c(C)n1-c1c(C)n(C)n(-c2ccccc2)c1=O	-3.3	0.2	0.7	0.0	-0.3	6.4	7.5	0.4	-5.4	-0.6
COc1ccc(NC(=S)NCc2ccc3c(c2)cc(C)n3C)cc1	2.3	-1.0	0.9	-47.1	11.6	-2.4	4.7	12.1	-10.0	9.2
Cc1ccc(C(=O)OCC2OC3OC(C)(C)OC3C2O)cc1 (centres undefined)	-1.9	-0.2	1.7	2.2	-2.2	2.6	0.4	-2.5	-1.2	-3.7
Cc1cc(C)c(S(=O)(=O)N2CCCOC2CNC(=O)C(=O)NCc2ccco2)c(C)c1 (centres undefined)	-3.2	-0.7	-0.4	0.8	-1.2	-12.9	0.8	-5.0	-6.3	-9.6
CC(=O)OCC(=O)C1=CCC2C3CCC4=CC(=O)C=CC4(C)C3(F)C(OC(C)=O)CC12C (centres undefined)	2.0	-0.4	-0.2	1.7	-0.8	0.9	18.4	6.3	-2.8	1.2
COc1ccc(NC(=O)Nc2nnc(-c3ccco3)s2)cc1	0.1	-0.2	0.4	1.3	0.6	-1.6	3.4	4.4	-4.4	-10.6
COc1cccc(NC(=O)COC(=O)C2CCN(S(=O)(=O)c3cccs3)CC2)c1	1.2	-0.5	0.3	-1.8	0.7	6.6	-4.8	0.6	-2.5	-10.7
Fc1ccc(-c2nc3c4ccccc4ccn3c2Cc2ccccc2C(F)(F)F)cc1	0.6	0.3	.	-1.9	2.8	-9.4	-3.2	-1.8	-1.4	.
Cc1cccn2c(CN[C@H]3CCCCNC3=O)c(C(=O)N3CCOCC3)nc12	-3.9	-0.4	-0.3	-0.6	-2.0	-5.4	-2.0	-4.8	-3.5	-4.0
c1nc(SSc2ncnc3nc[nH]c23)c2[nH]cnc2n1	-1.6	0.4	2.4	1.0	47.4*	-1.5	1.3	4.4	4.4	26.9
c1ccc(CN2CN=C(Nc3nc4ccccc4s3)NC2)cc1	-2.2	-0.1	-0.8	-0.9	1.3	-0.6	-1.9	1.1	-9.5	2.7
CCOC(=O)c1ccc(S(=O)(=O)NC2CCCCCCC2)n1C	5.7	-0.9	-0.5	0.9	-1.2	16.9	-1.8	8.0	-3.4	-1.2
Cc1ccc(C(=O)c2c3ccc(C(F)(F)F)cc3nn2CCC(N)=O)cc1	-0.6	-0.2	1.1	-10.4	0.5	0.0	-1.8	10.5	-5.2	-10.3
Cc1noc(C)c1CSc1nnc(C)c(=O)[nH]1	-4.5	-0.7	-0.7	-0.3	-0.8	3.1	1.8	1.4	-1.8	0.6
CC1(OC(=O)c2ccco2)C(=O)C=C2C=C(C3CC3)OC=C2C1=O (centres undefined)	-0.6	-0.1	0.4	2.6	-0.3	-17.4	-20.1	25.4*	-3.2	-6.2
O=c1c2[nH]c3ccccc3c2nc2n1CCS2	4.1	0.8	0.4	-6.8	0.0	4.3	2.3	-1.9	-1.8	-5.2
NC(=O)NCc1ccc(F)cc1	-0.2	0.6	-0.6	-4.5	-0.7	6.5	9.5	-1.8	-1.6	-6.0
CCC(=O)N1CCC2(CC1)Oc1ccc(Cl)cc1C(=O)C21CC(c2ccccc2)=NO1 (centres undefined)	-0.6	-0.5	-0.6	-3.6	0.6	1.5	-3.4	9.8	-6.8	1.7
Cc1cc(C)c2nc(NC(=O)c3ccc4c(=O)n5c(nc4c3)CCCCC5)sc2c1	-1.4	0.0	0.2	7.0	0.3	1.8	-23.4	1.5	-1.3	3.5
COc1ccccc1C1=NNC(=Nc2cccc(S(=O)(=O)N(C)C)c2)SC1	2.5	-0.4	0.7	-0.3	0.0	-4.7	-19.2	0.3	-0.8	-2.9
CCNC(=O)C1CCCN(Cc2ccc(C(=O)OCC)cc2)CC1 (centres undefined)	-1.2	-0.1	-0.9	-8.0	-1.3	6.9	-4.2	-11.4	-2.6	.
O=C(CSc1ccc2nc(-c3ccccc3)cn2n1)NCC1CCCO1 (centres undefined)	0.3	-0.6	3.0	-4.5	-1.0	-5.7	0.5	-6.3	-10.0	-2.2

Ordered by number of heavy atoms (low to high): some entries from above.
SMILES	STEP inh	Tb MetRS inh	MsrA inh	SUMO1 PPI mod	LMPTP inh	CendR NRP1 mod	DNMT1 block	eLon inh	bovine MsrA act	Scp-1 inhibitor
NC(=O)NCc1ccc(F)cc1	-0.2	0.6	-0.6	-4.5	-0.7	6.5	9.5	-1.8	-1.6	-6.0
c1ccc(-c2nnnn2-c2ccccn2)cc1	-2.7	0.2	0.2	-4.0	-1.2	15.6	1.4	4.7	-4.0	-15.3
CCOc1ccc2oc(C(=O)OCC(=O)NCc3ccc(OC)cc3)c(C)c2c1	1.2	-0.3	-0.1	-1.0	0.5	-5.5	13.7	-16.9	-1.1	-10.4
